Bioassay records: PubChem BioAssay, several laboratories
STAT1 inh – inhibitors of IFN-gamma induced STAT1 signaling; NIH 3T3 STAT1-luciferase reporter, luminescence; AID 920; actives 0.35% (n = 200,000); inhibition, % at 5.5 µM;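 active = inhibition above a set limit, the mean inhibition across all tested compounds plus 3 SD, cut at about 34% in these data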;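 also: 0% = IFN-gamma with DMSO and 100% = IFN-gamma with 300 µM nifuroxazide; values of inactives mirror those of a sister screen read the other way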
SRC2 TRFRET art – flags TR-FRET format artefacts in PPARgamma SRC-2 recruitment agonist screen. TR-FRET artefact counter-screen; active compounds read high. TR-FRET ratio at 8 µM. actives 0.4% (n = 200,000). AID 1049; in the data active = TR-FRET ratio above about 2000; also: inactives centre near 1500
S1P3 antag – blocks the human S1P3 receptor | inhibition, % at 4.98 µM | CHO S1P3 NFAT-BLA reporter, FRET fluorescence, antagonist mode | actives 0.27% (n = 170,000) | Q99500;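 active = inhibition above the plate cutoff, the mean inhibition of test wells on that plate plus 3 SD, cut at about 28% in these data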;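 also: cells challenged with S1P at its EC80 of 0.8 µM; blue over green emission ratio from cleaved BLA substrate after 4 h stimulation; 0% = S1P-stimulated wells and 100% = unstimulated DMSO-only wells; some compounds past the cut are filed as inactive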
RAM inhibit – yeast RAM network inhibition | actives 1.8% (n = 190,000) | inhibition, % at 50 µM | AID 868 | S. cerevisiae dse1pr::URA3 reporter, 5-FOA growth OD615, 2 d; analog-sensitive cbk1-as2 kinase mutant strain;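 active = inhibition above a set limit, 3 SD over mean compound inhibition, cut at about 8.4% in these data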;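 also: 0% = DMSO-only wells with no growth and 100% = 10 µM 1-NA-PP1 full growth; inhibition rescues growth on 5-FOA so higher OD means more RAM inhibition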
ROMK mod – modulators of human ROMK potassium channel; P48048; Tet-inducible ROMK, thallium flux fluorescence; actives lie on both sides; B-score at 10 µM; actives 2% (n = 130,000);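 active = signal ratio slope over the read window, or its plate-corrected B-score, at least 3 SD from the plate mean, either direction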;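 also: B-score of the F/F0 ratio slope over 7 to 12 s after thallium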
PPARg SRC1 recr – agonists of human PPARgamma SRC-1 coactivator recruitment; P37231; PPARgamma-SRC-1 coactivator recruitment biochemical assay; activation, % at 8 µM; actives 0.41% (n = 200,000); AID 631; in the data active = activation above about 19%;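 also: 0% = DMSO and 100% = reference agonist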
PPARg SRC-2 ag – agonists of SRC-2 recruitment by human PPARgamma; P37231; PPARgamma LBD-SRC-2 recruitment, biochemical; activation, % at 8 µM; actives 0.34% (n = 200,000); AID 1032; in the data active = activation above about 22%;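 also: 0% = vehicle and 100% = reference agonist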
PPARg SRC-3 ag – agonists of human PPARgamma SRC-3 coactivator recruitment; activation, % at 8 µM; actives 0.26% (n = 200,000); biochemical PPARgamma/SRC-3 coactivator recruitment assay; AID 731; in the data active = activation above about 23%;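 also: 0% = DMSO and 100% = reference agonist; some compounds past the cut are filed as inactive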
STAT3 blocker – reduces IL-6 driven STAT3 reporter signal. inhibition, % at 5.5 µM. actives 0.89% (n = 190,000). U3A cells, IL-6 STAT3-luciferase reporter, luminescence; host cell line lacks STAT1;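 active = inhibition above the mean inhibition across all screened compounds plus 3 SD, cut at about 44% in these data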;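 also: 0% = DMSO only wells and 100% = 100 µM nifuroxazide control wells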
STAT3 act – STAT3 signaling activation; actives 0.91% (n = 190,000); activation (% of control), % at 5.6 µM; AID 871; U3A cells, IL-6 STAT3-luciferase reporter, luminescence; 100% = signal with IL-6 EC80 alone;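 active = activation above the screen-wide mean of compound activation plus 3 SD, cut at about 130% in these data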;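 also: 0% = background luminescence of wells with medium and substrate only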
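Material: STAT3-luciferase reporter U3A cells; Probe or stimulus: IL-6 (33 ng/mL); Incubation: compound pre-incubation 1 h before IL-6, then 6 h stimulation at 37 °C; Technique: luminescence from STAT3-driven luciferase reporter; Evaluation: % activation versus median of IL-6-stimulated wells; Controls: IL-6-only high control.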
TLR4 MyD88 comp – blocks binding of human TLR4 to MyD88; O00206+Q99836; HeLa CL3-4 TLR4/MyD88 BLA complementation, FRET ratio; inhibition, % at 8.4 µM; actives 0.18% (n = 200,000); in the data active = inhibition above about 25%;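 also: 0% = vehicle and 100% = reference inhibitor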
Target sequence (O00206 whole entry, looked up): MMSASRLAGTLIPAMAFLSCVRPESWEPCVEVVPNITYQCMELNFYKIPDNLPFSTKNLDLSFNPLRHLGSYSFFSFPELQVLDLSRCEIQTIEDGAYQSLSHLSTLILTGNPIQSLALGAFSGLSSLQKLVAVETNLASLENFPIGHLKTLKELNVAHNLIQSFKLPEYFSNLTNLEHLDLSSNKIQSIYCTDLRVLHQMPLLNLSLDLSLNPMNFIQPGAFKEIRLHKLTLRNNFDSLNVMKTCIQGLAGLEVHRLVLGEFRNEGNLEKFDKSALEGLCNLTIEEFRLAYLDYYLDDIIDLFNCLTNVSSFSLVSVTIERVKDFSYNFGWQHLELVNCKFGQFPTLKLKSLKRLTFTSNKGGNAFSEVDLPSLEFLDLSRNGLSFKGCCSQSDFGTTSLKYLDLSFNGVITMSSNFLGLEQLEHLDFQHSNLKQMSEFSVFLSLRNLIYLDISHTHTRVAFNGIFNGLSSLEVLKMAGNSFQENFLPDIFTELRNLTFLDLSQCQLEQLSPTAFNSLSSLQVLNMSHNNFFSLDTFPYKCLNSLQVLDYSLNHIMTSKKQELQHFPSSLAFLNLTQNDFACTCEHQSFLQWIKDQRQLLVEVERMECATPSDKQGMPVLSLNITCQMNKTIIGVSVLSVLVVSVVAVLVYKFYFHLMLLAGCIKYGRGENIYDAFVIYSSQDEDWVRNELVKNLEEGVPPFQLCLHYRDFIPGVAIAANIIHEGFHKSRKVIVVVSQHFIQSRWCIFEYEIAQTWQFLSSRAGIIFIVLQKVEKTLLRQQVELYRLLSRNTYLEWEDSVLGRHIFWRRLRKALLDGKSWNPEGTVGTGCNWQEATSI
Target sequence (Q99836 whole entry, looked up): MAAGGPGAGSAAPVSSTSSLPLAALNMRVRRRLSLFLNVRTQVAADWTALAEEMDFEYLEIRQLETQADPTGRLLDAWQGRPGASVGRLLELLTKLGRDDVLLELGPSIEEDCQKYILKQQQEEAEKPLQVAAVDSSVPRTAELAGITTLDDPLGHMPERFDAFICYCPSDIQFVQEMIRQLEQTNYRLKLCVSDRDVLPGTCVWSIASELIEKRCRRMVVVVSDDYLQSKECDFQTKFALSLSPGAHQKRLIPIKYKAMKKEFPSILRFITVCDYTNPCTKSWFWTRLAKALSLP
Active calls of the source: *; x = not tested or not shown.

Preview:
SMILES	STAT1 inh	SRC2 TRFRET art	S1P3 antag	RAM inhibit	ROMK mod	PPARg SRC1 recr	PPARg SRC-2 ag	PPARg SRC-3 ag	STAT3 blocker	STAT3 act	TLR4 MyD88 comp
COC(=O)Cn1c(=NC(=O)c2sc3ccccc3c2Cl)sc2cc(S(N)(=O)=O)ccc21	8	1991*	-3	1.6	-0.22	14	17	19	-6	103	-16
CCCCNC(=S)NNC(=O)c1ccc2c(c1)OCO2	-3	1606	-2	-0.5	x	3	-3	2	6	99	-3
O=C(CSc1ccccn1)NC1CCCC1	3	1330	-28	1.1	0.73	-7	-4	0	6	97	-10
Cc1cc(=O)[nH]c(N2CCc3ccccc3C2)n1	1	1394	x	0.6	x	4	7	-4	17	91	-3
Cc1ccnc(NS(=O)(=O)c2ccc(NC(=O)CN3C(=O)CCC3=O)cc2)n1	5	1590	4	0.5	2.6*	1	3	-2	-1	102	15
COc1ccc(C2(C(=O)O)CCCC2)cc1	1	1417	-16	1.6	0.48	2	4	4	6	97	-10
CC1CN(C(=O)c2ccccc2)OC(c2ccc3c(c2)OCO3)O1 (stereo unspecified)	2	1775	9	-0.2	-0.75	10	7	6	7	96	0
Cc1ccc(-c2nnc(CSc3nncn3N)o2)cc1	0	1215	-25	-0.5	x	-2	7	-5	-10	110	8
COC(=O)c1scc(C)c1NC(=O)C(Cl)c1ccccc1 (stereo unspecified)	3	1769	9	1.1	0.12	-1	8	-2	21	87	9
Clc1cccc(N2CCN(Cc3nnc(-c4ccccc4)o3)CC2)c1	3	1576	1	0.2	-0.99	4	-3	2	6	97	3
CCOC(=O)C1(C)NC(c2ccco2)C2C(=O)N(c3ccccc3)C(=O)C21 (stereo unspecified)	-2	1618	5	-0.8	0.92	-3	0	0	0	107	6
CCOc1ccccc1N/C=C/C(=O)C(C)(C)C	3	1539	x	0.8	-0.46	-2	7	-3	-2	105	0

The list itself (from the top)
SMILES	STAT1 inh	SRC2 TRFRET art	S1P3 antag	RAM inhibit	ROMK mod	PPARg SRC1 recr	PPARg SRC-2 ag	PPARg SRC-3 ag	STAT3 blocker	STAT3 act	TLR4 MyD88 comp
COC(=O)Cn1c(=NC(=O)c2sc3ccccc3c2Cl)sc2cc(S(N)(=O)=O)ccc21	8	1991*	-3	1.6	-0.22	14	17	19	-6	103	-16
CCCCNC(=S)NNC(=O)c1ccc2c(c1)OCO2	-3	1606	-2	-0.5	x	3	-3	2	6	99	-3
O=C(CSc1ccccn1)NC1CCCC1	3	1330	-28	1.1	0.73	-7	-4	0	6	97	-10
Cc1cc(=O)[nH]c(N2CCc3ccccc3C2)n1	1	1394	x	0.6	x	4	7	-4	17	91	-3
Cc1ccnc(NS(=O)(=O)c2ccc(NC(=O)CN3C(=O)CCC3=O)cc2)n1	5	1590	4	0.5	2.6*	1	3	-2	-1	102	15
COc1ccc(C2(C(=O)O)CCCC2)cc1	1	1417	-16	1.6	0.48	2	4	4	6	97	-10
CC1CN(C(=O)c2ccccc2)OC(c2ccc3c(c2)OCO3)O1 (stereo unspecified)	2	1775	9	-0.2	-0.75	10	7	6	7	96	0
Cc1ccc(-c2nnc(CSc3nncn3N)o2)cc1	0	1215	-25	-0.5	x	-2	7	-5	-10	110	8
COC(=O)c1scc(C)c1NC(=O)C(Cl)c1ccccc1 (stereo unspecified)	3	1769	9	1.1	0.12	-1	8	-2	21	87	9
Clc1cccc(N2CCN(Cc3nnc(-c4ccccc4)o3)CC2)c1	3	1576	1	0.2	-0.99	4	-3	2	6	97	3
CCOC(=O)C1(C)NC(c2ccco2)C2C(=O)N(c3ccccc3)C(=O)C21 (stereo unspecified)	-2	1618	5	-0.8	0.92	-3	0	0	0	107	6
CCOc1ccccc1N/C=C/C(=O)C(C)(C)C	3	1539	x	0.8	-0.46	-2	7	-3	-2	105	0
COc1ccc(OC)c(Cc2nnc(CCC(=O)NCc3ccsc3)o2)c1	-14	1673	5	0.0	1.1	-6	6	0	-2	104	-12
CN(CC(=O)Nc1ccc(N2CCOCC2)cc1)Cc1cc(=O)n2ccsc2n1	14	1431	-8	0.8	0.65	-7	1	-3	30	78	-1
Cc1cccc(N2CCN(C(=O)c3ccc(CNc4c(N5CCC(C)CC5)c(=O)c4=O)cc3)CC2)c1C	-6	1618	-15	4.2	-1.3	1	6	4	14	98	-7
CC1CCc2nn(CC(=O)NCc3ccc(F)cc3)cc2C1 (stereo unspecified)	-9	1527	-13	1.4	x	2	5	1	10	96	-15
COc1ccc2nc(NC(=O)c3ccc(NS(=O)(=O)c4cccs4)cc3)sc2c1	-11	1610	-3	3.9	0.0024	-4	7	2	7	93	8
CC1(C)OC(c2ccccc2)=C/C(=C/C=C2C(=O)c3ccccc3C2=O)O1	-2	1684	-4	6.2	0.71	3	6	5	19	93	2
COc1ccc(/C=N/NC(=S)Nc2cccc(C(=O)O)c2)cc1OC	10	1558	-6	3.5	x	10	5	2	25	81	12
C/C(=N\Nc1nccnc1Cl)c1ccc([N+](=O)[O-])cc1	-18	1422	x	3.6	-0.12	3	1	6	30	79	-12
CC(=O)NCCn1c(SCc2cc(F)ccc2F)nc2ccccc2c1=O	2	1385	x	5.1	x	6	-3	12	1	102	8
CCCOC(=O)Nc1ccccc1C(N)=O	-2	1613	12	0.0	x	3	6	13	13	93	-6
COc1ccccc1C(=O)N1CCN(C(=O)COc2cccc(C)c2)CC1	11	1548	3	1.2	x	0	3	0	1	99	-11
O=C(Nc1ccccc1Cl)c1ccc2c(c1)N(Cc1ccc(F)cc1)C(=O)CS2=O (stereo unspecified)	0	1517	-2	3.4	-0.32	2	5	-1	-1	101	-2
CCNC(=O)NC(=O)COC(=O)c1ccccc1SCC(=O)NC(=O)NCC	-22	1423	-9	-1.4	x	0	-2	-12	-14	122	-17
N=c1c(C(=O)NC2CCCC2)cc2c(=O)n3ccccc3nc2n1C1CCCC1	1	1516	-36	3.6	x	11	4	3	1	102	-4
CC(C)N(C(=O)CC1ON(C)C(=O)N1c1ccc(Cl)cc1)C(C)C (stereo unspecified)	5	1548	0	-1.0	1.2	10	4	4	1	101	-16
Cc1nnc(C)n1/N=C/C=C/c1ccccc1	10	1505	-24	2.4	x	8	5	14	-2	106	15
CCCS(=O)(=O)C(=C1NCCO1)S(=O)(=O)CCC	-10	1435	-20	2.0	x	-5	-6	-6	-5	108	5
CCNC(=S)N1CCN(CCN=CC2=C(O)CC(c3ccco3)CC2=O)CC1 (stereo unspecified)	-3	1409	x	0.0	-0.37	-6	-4	-6	2	103	16
O=C(c1cc(-c2ccccc2)nc2ccccc12)N1CCCc2ccccc21	2	1623	10	5.0	-0.5	4	0	1	1	98	-11
COC(=O)c1c(C)oc2c1cc(NS(=O)(=O)c1cccs1)c1ccccc12	-5	1427	x	4.4	-1.9	1	0	-2	-18	116	-2
COc1cc2c(C#N)c(N3CCOCC3)nc(N)c2c(N)n1	-13	1430	-48	0.0	x	4	3	6	-8	108	-4
CC(C)(C)NC(=O)NC(=O)CN1CCC(Cc2ccccc2)CC1	3	1363	-16	-0.8	-0.75	-5	1	0	7	95	-22
COc1ccc(C(=O)N/N=C/c2ccc3cccc(O)c3n2)cc1	-7	1672	20	3.1	-0.041	6	-3	-3	31	81	-4
COc1ccc(Nc2nc(CC(C)=O)ns2)cc1OC	-9	1507	-12	2.4	1.5	2	5	-3	-4	106	-6
O=C(NC(=S)NNC(=O)c1ccc(Cl)cc1Cl)c1cccnc1	-1	1495	-8	-0.8	1.1	1	5	2	2	98	1
Cc1ccc(CCc2nnc(SCC(=O)Nc3cccc(Cl)c3)n2-c2ccccc2)o1	1	1611	2	-1.4	x	9	-3	-3	-9	106	8
CC(=O)NC1CC2CCC(C1)N2Cc1ccc(C)cc1 (stereo unspecified)	-1	1609	6	-1.0	x	0	9	-5	4	102	1
COc1ccc(OC)c(NC(=S)NCC(c2cccnc2)N2CCOCC2)c1 (stereo unspecified)	-4	1578	11	0.9	1.2	-12	-3	3	0	101	-2
CC1=NN(C(=O)c2c(Br)c(C)nn2C)C(O)(C(F)(F)F)C1 (stereo unspecified)	-5	1539	-2	-1.1	0.11	-2	0	2	27	78	-1
Cc1nc(C)c(-c2csc(Nc3cccnc3)n2)s1	-12	1575	-3	-0.6	x	2	10	4	-10	112	-12
O=C(CN1CCCCCC1)NCC1CCCO1 (stereo unspecified)	1	1445	-26	1.0	1.5	-5	1	6	9	96	10
CCOC(=O)N1CCC(N2Cc3cccc(C(=O)NCC4CCN(CC(C)C)C4)c3C2=O)CC1 (stereo unspecified)	3	1568	-11	1.7	x	8	-10	2	5	103	-7
Cc1nc(Nc2ccc3c(c2)OCCO3)c2nnn(Cc3ccccc3Cl)c2n1	-4	1687	-7	2.1	x	3	4	-3	27	82	-12
CCOC(=O)c1c(NC(=O)CSc2ncnc3[nH]ncc23)sc2c1CCC(C)C2 (stereo unspecified)	5	1523	0	2.7	-0.71	1	1	-1	-6	106	-14
CN1CCN(c2nc(-c3cccs3)cs2)CC1	-14	1742	7	-0.8	-2.4	8	-4	1	27	80	2
COc1ccc(-c2nc3c(c4nnc(SC(C)C(=O)Nc5ccccc5)n24)COC(C)(C)C3)cc1 (stereo unspecified)	-8	1471	-4	3.8	x	-8	5	-4	0	102	-2
Cc1ccc(OCC(=O)NCc2ccco2)cc1C	11	1340	-8	0.5	x	-3	4	3	12	94	4
Cn1c(=O)c2c(nc(Br)n2CCSc2ncccn2)n(C)c1=O	1	1376	x	0.3	-0.54	4	1	-8	3	104	-3
Going on with the list:
SMILES	STAT1 inh	SRC2 TRFRET art	S1P3 antag	RAM inhibit	ROMK mod	PPARg SRC1 recr	PPARg SRC-2 ag	PPARg SRC-3 ag	STAT3 blocker	STAT3 act	TLR4 MyD88 comp
CC12CC(NC(=O)N1Cc1ccccc1)c1ccccc1O2 (stereo unspecified)	0	1493	x	2.8	x	3	4	6	3	102	0
c1ccc2c(c1)nc(N1CCOCC1)c1c3ccccc3[nH]c21	1	1595	-7	2.6	0.057	10	7	7	20	85	4
C=CCNCCCCOc1ccccc1-c1ccccc1	3	1427	6	-0.8	-3*	5	-4	-2	4	94	-12
C[C@@H]1NC(=O)c2cc([N+](=O)[O-])cc(I)c2OCC[C@@H](C(=O)NC(CC(=O)O)C(N)=O)NC(=O)[C@H](CCC(=O)O)NC1=O (stereo partly specified)	5	1575	-5	0.3	0.094	2	8	3	-6	102	3
CCn1c(=O)c(C(=O)Nc2ccccc2C)c(O)c2ccccc21	-8	1541	x	7.9	0.52	-3	-2	7	-44	140*	0
